High-throughput results from PubChem BioAssay.
SNCA expr inhib: SNCA gene expression inhibition; HEK-293 SNCA-luciferase knock-in, luminescence, 24 h; Potency, µM (highest dose often 57.2 µM), for the others: at the highest dose activity change, negative = inhibition, most hits filed as inhibitors; 140,000 compounds, 0.17% hits; AID 1671194;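 note: potency is the fitted concentration of half-maximal effect; plate controls were DMSO cells for no effect and cell-free wells for full effect; nearly all actives have a fitted effect of over 45% in size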
NIH3T3 tox: cytotoxic compounds in NIH 3T3 cells; NIH 3T3 viability, CellTiter-Glo ATP luminescence, 48-72 h; Potency, µM (top dose mostly 96.7 µM), without a hit: top-dose activity change, negative = cytotoxicity, usual class: inhibitors; 94,000 compounds, 4.3% hits; AID 1345082; note: potency is the fitted concentration of half-maximal effect; nearly all actives have a fitted effect of over 55% in size
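Luminescent ATP readout (CellTiter-Glo, 10 min RT) after 48 or 72 hr compound exposure of NIH 3T3 cells seeded at 400 cells/well in 1536-well format; quantitative HTS.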
SNCA viab count: reduces viability of HEK-293 SNCA reporter cells; HEK-293-SNCA-luc viability, GF-AFC fluorescence, 24 h; Potency, µM (top dose mostly 57.1 µM), for inactives: at the top dose activity change, negative = cytotoxicity, hits mostly cytotoxic; 150,000 compounds, 0.12% hits; AID 1671193;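 note: potency is the fitted concentration of half-maximal effect; 0% = DMSO-treated cells and -100% = medium-only wells without cells; nearly all actives have a fitted effect of over 30% in size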
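Cytotoxicity counterscreen: after 24 h compound treatment of genome-edited SNCA-luciferase HEK-293 cells, live-cell protease substrate GF-AFC read by fluorescence after 30 min; activity scaled between DMSO (0%) and medium-only (-100%), curves Hill-fitted.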
GPT2 inh: inhibitors of human GPT2 alanine aminotransferase | Q8TD30 | Potency, µM (doses to about 57.7 µM), inactives show at the top dose activity change, negative = inhibition, usual class: inhibitors | 100,000 compounds, 0.25% hits | Recombinant GPT2, coupled pyruvate oxidase/HRP Amplex Red fluorescence; note: potency is the fitted concentration of half-maximal effect; nearly all actives have a fitted effect of over 60% in size; many of its hits are not listed in these tables
Target sequence (Q8TD30 whole entry, looked up): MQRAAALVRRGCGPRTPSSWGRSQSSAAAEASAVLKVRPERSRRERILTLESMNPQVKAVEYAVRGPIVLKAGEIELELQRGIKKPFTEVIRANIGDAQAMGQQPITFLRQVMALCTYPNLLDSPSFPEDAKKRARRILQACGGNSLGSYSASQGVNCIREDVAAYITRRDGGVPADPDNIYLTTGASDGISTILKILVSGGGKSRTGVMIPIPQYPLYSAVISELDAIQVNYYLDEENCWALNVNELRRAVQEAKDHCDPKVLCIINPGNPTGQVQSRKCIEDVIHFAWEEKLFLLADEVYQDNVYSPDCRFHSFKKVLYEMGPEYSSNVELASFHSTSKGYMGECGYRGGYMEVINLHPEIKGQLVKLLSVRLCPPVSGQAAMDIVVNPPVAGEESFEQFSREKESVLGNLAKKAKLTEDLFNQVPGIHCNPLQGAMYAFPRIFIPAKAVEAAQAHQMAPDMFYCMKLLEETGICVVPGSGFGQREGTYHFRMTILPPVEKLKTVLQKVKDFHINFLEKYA
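GPT2 10ng/uL, a-KG 250uM, L-Ala 2mM, HEPES pH7.5 + 0.0001% Tween; 30 min RT. Then Amplex mix (PO/HRP/ThPP), 30 min RT dark, fluorescence. AOA 50uM used as positive control.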
IP6K1 inh: blocks human inositol hexakisphosphate kinase 1. Q92551. IP6K1 kinase, ADP-Glo luminescence, 2 h; stronger effect = lower value. activity change, % (series mostly up to about 58 µM). 140,000 compounds, 0.81% hits. AID 1645851; in the data active = activity change below about -25%
Target sequence (Q92551 whole entry, looked up): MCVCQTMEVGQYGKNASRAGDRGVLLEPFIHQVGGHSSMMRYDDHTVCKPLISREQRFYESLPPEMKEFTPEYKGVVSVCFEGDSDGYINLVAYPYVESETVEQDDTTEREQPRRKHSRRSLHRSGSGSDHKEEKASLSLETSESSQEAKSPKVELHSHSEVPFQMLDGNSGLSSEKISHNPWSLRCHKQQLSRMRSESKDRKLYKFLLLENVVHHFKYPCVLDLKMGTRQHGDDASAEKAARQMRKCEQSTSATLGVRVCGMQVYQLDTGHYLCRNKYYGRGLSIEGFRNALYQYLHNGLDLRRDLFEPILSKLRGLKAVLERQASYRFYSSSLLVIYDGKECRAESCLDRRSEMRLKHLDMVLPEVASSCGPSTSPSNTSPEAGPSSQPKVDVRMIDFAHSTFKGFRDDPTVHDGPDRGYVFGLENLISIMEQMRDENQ
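ADP-Glo luminescence measures ADP made by human IP6K1 during a 2 h RT reaction with ATP/IP6 (mix at 1.3 mM/130 uM); top library doses 57.5 and 19.1 uM final.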
HEK cytotox: cytotoxic compounds in HEK 293 cells. HEK 293 viability, ATP luminescence (CellTiter-Glo), 48-72 h. 94,000 compounds, 6.6% hits. Potency, µM (series often up to 115 µM), for the others: at the highest dose activity change, negative = cytotoxicity, most hits filed as inhibitors; note: potency is the fitted concentration of half-maximal effect; nearly all actives have a fitted effect of over 60% in size
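HEK 293 cells at 250 cells/well were exposed to compounds by pintool transfer for 48 or 72 hr at 37 degree Celsius, 5% CO2. Viability was read as ATP-coupled luminescence with CellTiter-Glo after 10 min at room temperature.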
FLuc inh: Photinus pyralis luciferase inhibition; AID 1347043; purified P. pyralis luciferase, luminescence, biochemical; 76,000 compounds, 2.5% hits; Potency, µM (highest dose often 115 µM), for the others: at the highest dose activity change, negative = inhibition, actives largely listed as inhibitors; note: potency is the fitted concentration of half-maximal effect; nearly all actives have a fitted effect of over 65% in size
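Purified 10nM P. pyralis luciferase with 10uM D-luciferin and 10uM ATP in 50mM Tris acetate pH 7.5, 10mM Mg acetate, 0.01% Tween-20, 0.05% BSA. qHTS titration; luminescence read by CCD imager.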
* = called active by the depositor; i = inactive; ? = inconclusive; / = no result given; [ ] = dose if it differs, or a comment. Unless noted, calls come from the whole dose curve; as a rule, active = well fitted curve in the direction sought with a large enough effect; inconclusive = small, poorly fitted or top-dose-only effect, or another doubt; inactive = no such curve, though single readings can be large; an effect the other way counts as inactive or inconclusive. Unless noted, % is set by controls: 0 for no effect and ±100 for the full control effect.

Each structure is followed by: SNCA expr inhib	NIH3T3 tox	SNCA viab count	GPT2 inh	IP6K1 inh	HEK cytotox	FLuc inh
[1] COc1ccc(NC(=O)c2nnn(Cc3nc(-c4cc(OC)c(OC)c(OC)c4)oc3C)c2C)cc1
→ 0.0%	/	-9.6%	/	6.2	/	/
[2] Cc1c(Cl)cccc1NC(=O)CCn1nc(C)c2c(C)n(-c3ccccc3)nc2c1=O
→ -9.9%	/	-0.6%	/	53.1	/	/
[3] COc1ccc(-c2ccccc2C(=O)N2CCC(NC(=O)c3cccc(Cl)c3)CC2)nn1
→ /	i	/	/	1.1	-7.6%	/
[4] CCCCc1c(C)nc2c(-c3ccc(Cl)cc3)c(C)[nH]n2c1=O
→ -1.8%	/	-4.2%	/	4.1	/	/
[5] O=C(NCC1CCOCC1)c1ccsc1
→ -29.0%	-6.6%	16.2%	i	2.9	1.4%	-9.6%
[6] CC(C)Oc1ccc2c(NC(=O)CN3CCCC3=O)nn(Cc3ccccc3)c2c1
→ 22.1%	-31.2%	-7.1%	-3.4%[11.5 µM]	-32.5*	?	-1.0%
[7] O=C(Cn1ncc2c3ccccc3n(Cc3ccccc3F)c2c1=O)NCCCc1ccccc1
→ 6.2%	/	8.5%	/	16.8	/	/
[8] COc1ccc(NC(=O)C2CCN(S(=O)(=O)c3c(C)noc3/C=C/c3ccco3)CC2)cc1
→ ?	/	5.3%	/	-2.1	/	/
[9] O=C(Cn1c(=O)n(Cc2ccco2)c(=O)c2sc3ccccc3c21)Nc1ccccc1C(F)(F)F
→ 11.5%	/	-6.5%	/	-16.3	/	/
[10] O=C(NCC1CC1)c1ccc2nnc(-c3ccc(C(F)(F)F)cc3)n2c1
→ -7.7%	?	-0.1%	?	3.6	?	/
[11] CCN(CC)C(CNc1ncncn1)c1ccco1 (centres undefined)
→ ?	i	-5.9%	-2.7%	11.1	3.6%	-7.2%
[12] CNC(=O)c1ccc2c(c1)NC(C)(CCCCc1ccccc1)CO2 (centres undefined)
→ -17.5%[87.6 µM]	?	-18.7%[87.6 µM]	-3.9%[88.5 µM]	-9.8	?	-2.0%[172 µM]
[13] O=C(C1CCCN1[S+](=O)([O-])c1ccccc1)N1CCC(N2CCCC2=O)CC1 (centres undefined)
→ ?	-17.3%	7.4%	i	10.4	-3.1%	/
[14] Cc1cc(C)n2nc(SCC(=O)Nc3cccc(C(F)(F)F)c3)nc2n1
→ 2.0%	/	7.4%	/	16.6	/	/
[15] Cc1cn(CC(=O)N2C[C@@H](NS(C)(=O)=O)[C@H](C(C)C)C2)c(=O)[nH]c1=O
→ -10.2%	-9.9%	-6.6%	i	16.2	-8.7%	-9.8%
[16] O=C(c1cc(F)ccc1Cl)N1CCC2(CC1)NC(=O)N(Cc1ccccc1)C2=O
→ -13.5%	-17.4%	-2.2%	0.8%	5.9	-23.9%	3.2%
[17] O=C(N[C@@H]1CCC[C@@H]1C(=O)N1CCCCCC1)c1ccncc1
→ -17.5%	-8.5%	3.1%	i	8.7	-23.6%	-9.5%
[18] COCCN1CC(C(=O)N2CCN(c3ncccc3C#N)CC2)CCC1=O (centres undefined)
→ 2.4%	-18.0%	-5.6%	2.0%	4.5	3.0%	0.0%
[19] Cc1ccc(CNC(=O)c2ccc(NC(=O)N3CCSc4ncccc43)cc2)cc1
→ -28.3%	/	3.5%	/	-6.9	/	/
[20] COCc1nncn1C1CCN(S(=O)(=O)c2cc(F)ccc2OC)CC1
→ ?	i	-0.8%	i	6.9	0.3%	-2.2%
[21] COc1ccc(C(=O)N2CC[C@@H]3CN(S(C)(=O)=O)[C@@H]3C2)c(OC)c1
→ 15.3%	i	4.8%[12.5 µM]	i	12.4	i	-6.0%
[22] CC(C)(C)OC(=O)N1CCC(c2c(C(=O)NCCN3CCC(Cc4ccccc4)CC3)cnn2-c2ccc(F)cc2)CC1
→ ?	/	?	/	-2.2	/	/
[23] COc1ccccc1NC(=O)C1=C(C)Nc2c(C(=O)Nc3cccc(C)c3)cnn2C1c1ccccc1Cl (centres undefined)
→ -1.7%	/	-3.6%	/	-6.1	/	/
[24] CCCCN(C)S(=O)(=O)c1cc(-c2cc(C)no2)ccc1C
→ 13.2%	/	-0.5%	/	2.2	/	/
[25] NCCC(=O)N1CCC(n2nccc2NC(=O)c2cccc(F)c2)CC1
→ -22.4%	-12.5%	3.0%	-11.8%	29.6	-22.7%	-9.7%
[26] COCCN1C(=O)c2ccccc2C(C(=O)N2CCSCC2)C12CCCC2 (centres undefined)
→ 1.6%	-6.8%	-10.7%	i	16.6	8.4%	5.0%
[27] COc1ccc2nc(S(=O)(=O)Cc3ncc(C)c(OC)c3C)[nH]c2c1
→ /	/	-0.9%	4.6%	12.4	/	/
[28] O=C(NCCCn1ccnc1)c1ccc2nc(-c3ccc(F)cc3)cn2c1
→ 162.8%[activator]	-12.7%	0.9%	i	-2.4	4.7%	?
[29] CCOCCOC1CCN(C(=O)NCc2ccc(OC)cc2)CC1
→ 6.8%	0.3%	1.4%[12.5 µM]	4.3%	5.5	-3.2%	-5.9%
[30] O=C(Nc1ccccc1Cl)c1sc2cccc(Cl)c2c1Cl
→ 38.0%[activator]	/	6.5%	/	3.9	/	/
[31] CCNc1cc(N2CCC(CCC(=O)NCCc3ccccn3)CC2)ncn1
→ ?	-24.5%	-14.5%	?	10.8	-5.5%	-22.2%
[32] Cc1noc(-c2cccc(OC3CN(C(=O)Cc4ccsc4)C3)c2)n1
→ 0.2%	?	0.2%	i	-5.3	?	1.4%
[33] CN(C(=O)Cn1c(=O)n(CCC(=O)NCc2ccc3c(c2)OCO3)c(=O)c2sccc21)c1ccccc1
→ -7.3%	/	?	/	3.0	/	/
[34] COc1ccc(NS(=O)(=O)c2ccc(-n3cccn3)cc2)cc1OC
→ -18.2%	/	2.5%	/	27.7	/	/
[35] CCOc1ccc(CCNC(=O)C2CCN(c3ncnc4c3nc3n4CCCCC3)CC2)cc1
→ ?	/	4.6%	/	-11.4	/	/
[36] COc1ccccc1CNC(=O)c1cc2n(n1)CC(c1ccc(Cl)cc1)OC2 (centres undefined)
→ ?	?	-20.6%	i	-7.9	39.8µM*	-1.5%
[37] CCOc1ccc(/C=C/c2nc(C#N)c(N3CCCCCC3)o2)cc1
→ -5.3%	/	-0.8%	/	-14.2	/	/
[38] COCCOCC(=O)N1CCOc2ccc(CN3CCc4ccccc4C3)cc2C1
→ 4.5%	-19.5%	-2.4%	i	-16.8	4.1%	5.0%
[39] Cc1cc(C)n(-c2cccc(CN(C)C(=O)Cn3nnnc3CN3CCOCC3)c2)n1
→ -11.4%	-5.0%	-3.1%	-17.8%	11.0	4.1%	5.2%
[40] O=C(Cn1c(=O)nc(-c2ccccc2)c2cc(Cl)ccc21)NCc1ccc(Cl)cc1
→ -14.9%	/	0.5%	/	7.6	/	/
[41] COc1ccc(CCc2nc(-c3nnn4c3COC(c3ccc(C)cc3)C4)no2)cc1 (centres undefined)
→ -6.0%	i	-0.1%	1.8%	18.8	-7.2%	3.5%
[42] O=C(Nc1ccc(Cl)cc1)c1cc(S(=O)(=O)NC2CCCCCC2)ccc1F
→ ?	/	?	/	33.8	/	/
[43] Cc1ccc(CCNC(=O)c2ccc3c(c2)N(Cc2ccccc2)C(=O)c2ccccc2S3=O)cc1 (centres undefined)
→ -17.5%	/	2.9%	/	15.6	/	/
[44] O=C(Cn1c(=O)n(Cc2cccs2)c(=O)c2cccnc21)Nc1ccccc1F
→ -11.5%	/	5.5%	/	24.0	/	/
[45] O=C(c1ccc(F)cc1)N(CC1CCOC1)C1CC1 (centres undefined)
→ -22.8%	-1.2%	-0.5%	i	8.4	-3.1%	-7.2%
[46] O=C(Nc1cccn2nc(C3CCC3)nc12)c1cccc(C(F)(F)F)c1
→ -10.1%	?	-16.0%	?	9.3	?	-7.3%
[47] O=C(NCc1cccc(C(F)(F)F)c1)c1cn2cc(-c3ccc(F)cc3)sc2n1
→ 3.7%	39.8µM*	-0.2%	i	27.1	?	/
[48] CC1(C)[C@H](Cc2cc(COc3ccccc3)on2)C[C@@H]1NC1CCOCC1
→ 11.8%[87.6 µM]	?	-5.8%[87.6 µM]	4.8%[88.5 µM]	5.1	?	-1.0%[172 µM]
[49] COCCN1CC2CN(C(=O)c3ccc(Cc4c(C)noc4C)o3)CC(C1)O2
→ -12.8%	-23.6%	-4.3%	0.4%	22.7	-19.4%	/
[50] COc1ccc(N(Cc2nnc3n2CCCCC3)C(=O)Nc2cccc(C)c2)cc1Cl
→ 17.0%	/	-7.6%	/	-7.0	/	/
[51] CC1CCC2(C(=O)OC3OC(CO)C(O)C(O)C3O)CCC3(C)C(=CCC4C5(C)CCC(O)C(C)(CO)C5CCC43C)C2C1(C)O (centres undefined)
→ /	/	-2.7%[23.9 µM]	?	6.4	/	/
[52] Cc1nc(-c2ccccc2)sc1-c1ccc(SCC(=O)Nc2ccccc2)nn1
→ 22.3%	/	-0.7%	/	6.0	/	/
[53] CC1(c2cccnc2)N(Cc2ccccc2)C(=O)OC12CCN(C(=O)Cc1ccc3c(c1)OCO3)CC2 (centres undefined)
→ -14.9%	?	1.8%	-0.3%	-8.7	-18.7%	-2.0%
[54] O=C(NCc1ccccc1)N1CCCC(c2noc(COc3ccccc3)n2)C1 (centres undefined)
→ 4.4%	?	1.7%[12.5 µM]	2.6%	20.6	?	-24.7%
[55] Cc1ccc(SCc2nc(-c3ccc(C(=O)Nc4cc(C)ccc4C)cc3)oc2C)cc1
→ 4.6%	/	19.2%	/	16.1	/	/
[56] CC(=O)N1CCc2nc3sc(C(=O)Nc4ccc(Cl)cc4F)c(N)c3c(C(F)(F)F)c2C1
→ -14.2%	/	11.9%	/	17.1	/	/

Grouped by structure: the entries above with an aryl thioether with sulfur outside any ring.
Each structure is followed by: SNCA expr inhib	NIH3T3 tox	SNCA viab count	GPT2 inh	IP6K1 inh	HEK cytotox	FLuc inh
[14] Cc1cc(C)n2nc(SCC(=O)Nc3cccc(C(F)(F)F)c3)nc2n1
→ 2.0%	/	7.4%	/	16.6	/	/
[52] Cc1nc(-c2ccccc2)sc1-c1ccc(SCC(=O)Nc2ccccc2)nn1
→ 22.3%	/	-0.7%	/	6.0	/	/
[55] Cc1ccc(SCc2nc(-c3ccc(C(=O)Nc4cc(C)ccc4C)cc3)oc2C)cc1
→ 4.6%	/	19.2%	/	16.1	/	/

A portion of the library; rates above refer to the full screens.
